697 NFkB inh = inhibitors of the PMA/ionomycin-induced NF-kB reporter in 697 B cells. AID 435022. 0.33% of 330,000 active. inhibition, % at 4 µM. 697 B-cell NF-kB luciferase reporter, 16 h; in the data active = inhibition above about 35%
EBI2 antag = blocks human EBI2 receptor beta-arrestin signaling; P32249; 0.81% of 360,000 active; EBI2 beta-arrestin recruitment, luminescence, 7a,25-OHC stimulated; inhibition, % at 5 µM; in the data active = inhibition above about 38%;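 also: enzyme fragment complementation signal reports receptor beta-arrestin coupling in cells; 0% = agonist plus DMSO wells and 100% = wells without agonist; some results beyond the cut were filed as inactive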
Target sequence (P32249 whole entry, looked up, the tested form may be a part): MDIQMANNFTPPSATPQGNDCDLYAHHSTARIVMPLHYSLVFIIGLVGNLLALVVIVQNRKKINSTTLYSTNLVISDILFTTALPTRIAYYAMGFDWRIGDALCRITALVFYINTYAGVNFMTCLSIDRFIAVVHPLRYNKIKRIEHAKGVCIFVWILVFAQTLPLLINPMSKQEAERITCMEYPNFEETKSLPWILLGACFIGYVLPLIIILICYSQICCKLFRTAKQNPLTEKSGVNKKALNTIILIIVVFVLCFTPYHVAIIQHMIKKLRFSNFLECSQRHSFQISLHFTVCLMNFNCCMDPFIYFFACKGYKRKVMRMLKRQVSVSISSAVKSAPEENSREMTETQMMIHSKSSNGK
Jurkat NFkB inh = inhibitors of the PMA/ionomycin-induced NF-kB reporter in Jurkat cells. PMA/ionomycin-induced NF-kB luciferase reporter, luminescence. inhibition, % at 4 µM. 0.53% of 330,000 active. AID 435003; in the data active = inhibition above about 50%
APJ antag = antagonists of human APJ apelin receptor | CHO-K1 APJ beta-arrestin complementation, luminescence | inhibition, % at 20 µM | AID 2521 | 0.32% of 330,000 active | P35414;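 active = inhibition above about 40% at 20 µM, limit read from the data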;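 also: cells challenged with 10 nM apelin-13 agonist together with compound; plate controls were apelin-13 plus DMSO wells for no effect and DMSO wells lacking apelin-13 for full effect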
CXCR6 block = CXCR6 (human) receptor inhibition | O00574 | CHO-K1 PathHunter CXCR6 beta-arrestin, luminescence | inhibition, % at 20 µM | 0.36% of 360,000 active; in the data active = inhibition above about 34%, passing the limit was not always enough;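 also: antagonist mode with CXCL16 agonist at 10 nM final; 0% = 10 nM CXCL16 with DMSO and 100% = unstimulated wells without agonist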
UBC13 polyUb = inhibitors of human UBC13 polyubiquitin chain formation; P61088; inhibition, % at 20 µM; AID 485273; 0.47% of 330,000 active; TR-FRET; in the data active = inhibition above about 45%, passing the limit was not always enough
Target sequence (P61088 whole entry, looked up): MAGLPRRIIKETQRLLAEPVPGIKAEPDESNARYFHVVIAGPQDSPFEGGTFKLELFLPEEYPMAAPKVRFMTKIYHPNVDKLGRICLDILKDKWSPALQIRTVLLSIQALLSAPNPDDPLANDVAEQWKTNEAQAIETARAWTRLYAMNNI
Gli-Sufu block = antagonists of Gli-Sufu signaling; Sufu-KO-LIGHT fibroblasts, Gli luciferase reporter luminescence; inhibition, % at 5 µM; 0.74% of 340,000 active;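 active = inhibition above about 55%, limit read from the data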;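 also: 0% = DMSO-treated cells and 100% = wells with medium but no cells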
CCR6 antag = blocks CCL20-driven beta-arrestin recruitment at human CCR6 | P51684 | CHO-K1 CCR6 PathHunter beta-arrestin, luminescence, CCL20-stimulated | inhibition, % at 20 µM | 0.49% of 340,000 active | AID 493098;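 active = compounds whose inhibition of the agonist-driven luminescence signal at 20 µM reaches about 50%, limit read from the data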;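 also: cells stimulated with CCL20 at 14 nM final; plate controls were DMSO with CCL20 for no effect and DMSO without agonist for full effect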
Target sequence (P51684 whole entry, looked up): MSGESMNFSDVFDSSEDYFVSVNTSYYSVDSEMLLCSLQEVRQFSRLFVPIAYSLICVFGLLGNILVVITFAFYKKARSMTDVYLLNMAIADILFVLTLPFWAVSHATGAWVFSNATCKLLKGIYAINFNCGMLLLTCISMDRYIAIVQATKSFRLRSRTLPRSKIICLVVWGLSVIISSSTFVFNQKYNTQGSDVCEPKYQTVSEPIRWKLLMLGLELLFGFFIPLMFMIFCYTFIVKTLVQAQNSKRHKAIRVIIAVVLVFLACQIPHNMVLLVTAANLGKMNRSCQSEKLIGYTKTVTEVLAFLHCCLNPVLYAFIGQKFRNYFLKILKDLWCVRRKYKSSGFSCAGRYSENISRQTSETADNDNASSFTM
Numbers without * were called inactive; nt = no result given. This is a random part of the collection; 3% or so of the library scored in one or more.

SMILES	UBC13 polyUb	CCR6 antag	APJ antag	697 NFkB inh	CXCR6 block	Jurkat NFkB inh	EBI2 antag	Gli-Sufu block
COc1cc(C(=O)NNC(=S)NC(=O)c2ccccc2C)cc(OC)c1OC	-18.8	29.8	13.2	10.1	19.8	-5.3	-3.9	-8.1
COc1ccc(CCN(C)c2ncnc3sccc23)cc1OC	14.5	-1.6	-10.4	-3.7	-4.0	16.5	3.7	1.7
CCOCc1nnc(NC(=O)CSc2ccc(C)cc2)s1	7.3	6.8	9.6	1.1	-5.5	-1.4	1.0	4.9
CC(OC(=O)C(NC(=O)c1ccco1)C(C)C)C(=O)Nc1ncc(Cl)cc1Cl (stereo unspecified)	16.2	-17.4	-7.8	4.3	6.3	15.6	-1.5	-81.4
Cc1cc(C(=O)Nc2cccc(O)c2)co1	3.1	5.8	11.7	-19.3	-27.0	4.3	3.3	0.5
COc1cccc(CN2CCNC(=O)C2CC(=O)N(C)CC2CCOCC2)c1OC (stereo unspecified)	-1.5	-12.2	-2.6	12.4	4.1	6.7	-2.0	-11.4
CC(=O)Nc1ccc(N/C=C/C(=O)c2ccc(Br)cc2)cc1	-6.3	12.6	-11.9	-33.9	-2.7	-23.6	9.5	-21.9
O=C(CN1CCN(S(=O)(=O)c2ccc3ccccc3c2)CC1)N1CCc2ccccc2C1	3.1	13.5	9.6	4.3	4.3	-12.5	24.8	11.0

Next structures follow:
SMILES	UBC13 polyUb	CCR6 antag	APJ antag	697 NFkB inh	CXCR6 block	Jurkat NFkB inh	EBI2 antag	Gli-Sufu block
CCc1ccc2nc(N3C(=O)c4oc5ccccc5c(=O)c4C3c3ccc(OC)c(OC)c3)sc2c1 (stereo unspecified)	-7.3	nt	0.7	7.1	nt	6.2	nt	nt
COc1ccc(C(=O)Oc2cccnc2)cc1	6.0	14.8	12.4	8.0	1.6	-0.2	-11.0	0.7
Nc1nc(CSc2ccc(Cl)cc2)nc(N2CCCCC2)n1	-13.9	0.2	-30.6	-14.4	-7.3	-15.4	44.3*	-5.8
CCCNS(=O)(=O)c1ccc(OCC(=O)N2CCOCC2)cc1	-0.8	4.7	-2.4	6.3	-13.1	8.4	-1.9	17.9
O=C(NNC(=O)c1ccccc1[N+](=O)[O-])c1csc(N2CCOCC2)n1	-1.4	1.5	25.0	21.1	-7.0	9.3	-10.5	-1.7
COC(OC)c1ccnc(-c2ccc(OC(C)=O)cc2)n1	5.4	12.9	-25.9	-10.9	15.1	-3.6	-10.3	-18.2
COc1ccc(/C=C(\C#N)C(=O)NCc2ccccc2)cc1	14.5	14.5	12.0	24.2	-3.6	6.6	29.1	7.6
COC(=O)c1ccc(-n2c(C)ccc2-c2ccccc2)cc1	-18.5	13.3	7.3	-18.0	-8.1	-6.4	1.9	-6.1

(next part)
SMILES	UBC13 polyUb	CCR6 antag	APJ antag	697 NFkB inh	CXCR6 block	Jurkat NFkB inh	EBI2 antag	Gli-Sufu block
COc1ccc(NC(=O)C2CCCN2S(=O)(=O)c2cccc3cccnc23)cc1OC (stereo unspecified)	-3.6	-5.7	7.3	5.9	-5.6	2.7	0.7	-3.5
COc1ccc(C(=O)NNC(=S)NC(=O)c2ccc(F)cc2)cc1Br	-20.3	26.8	7.7	5.2	17.5	-2.7	6.9	1.1
O=C(N/N=C/c1ccco1)c1ccncc1	14.4	-12.3	-7.5	10.3	-3.3	8.3	-1.9	0.0
Cc1cc(C)c2cc(CN(Cc3nnnn3Cc3ccc(F)cc3)C3CCCC3)c(=O)[nH]c2c1	-4.8	-11.8	-10.5	22.3	11.5	4.9	1.0	1.9
Cc1ccc(C(=O)Nc2ccon2)cc1S(=O)(=O)N1CCCCCC1	-10.5	13.8	9.7	-8.3	0.6	-14.1	7.4	2.3
C=CCNC(=O)CCCc1ccccc1	-10.4	-5.5	-10.0	15.8	-4.3	0.5	-6.3	-8.8
O=C(CN1CCN(c2ncccn2)CC1)N1CCc2ccccc21	-7.3	-10.5	12.0	-4.2	3.6	2.5	-15.5	-1.6
Cc1cc(C(=O)NCc2ccccc2)no1	4.8	-4.4	23.2	20.2	2.4	1.5	-4.4	88.9*

Single records (already shown). Values in the order: UBC13 polyUb | CCR6 antag | APJ antag | 697 NFkB inh | CXCR6 block | Jurkat NFkB inh | EBI2 antag | Gli-Sufu block
Listed for `O=C(CN1CCN(c2ncccn2)CC1)N1CCc2ccccc21` : -7.3 | -10.5 | 12.0 | -4.2 | 3.6 | 2.5 | -15.5 | -1.6
Listed for `CCc1ccc2nc(N3C(=O)c4oc5ccccc5c(=O)c4C3c3ccc(OC)c(OC)c3)sc2c1` (stereo unspecified) : -7.3 | nt | 0.7 | 7.1 | nt | 6.2 | nt | nt

(continued)
SMILES	UBC13 polyUb	CCR6 antag	APJ antag	697 NFkB inh	CXCR6 block	Jurkat NFkB inh	EBI2 antag	Gli-Sufu block
Cc1ccc(-c2ccc(CCC(=O)O)n2CC(=O)O)cc1	-6.3	-0.7	1.1	-11.2	-2.7	9.8	-9.8	-5.6
C/C(=N\NC(=O)c1cccc(S(=O)(=O)Nc2ccccc2Cl)c1)c1ccc(-n2ccnc2)cc1	-1.1	6.5	-1.5	8.4	-4.1	-0.5	6.8	11.4
COc1cccc(OC)c1OCCCNC1CCCC1	-8.5	16.4	-8.5	3.5	15.6	10.1	2.4	18.1
O=C(NCCOC12CC3CC(CC(C3)C1)C2)c1cccc(Br)c1	3.1	27.0	-14.9	-5.2	7.8	-24.8	1.5	-30.2
O=C(COc1ccc(S(=O)(=O)NCc2ccccc2)cc1)NCc1cccnc1	7.9	8.7	-15.1	9.6	8.6	-1.5	-5.9	7.2
O=[N+]([O-])c1ccc2[nH]nc(-c3ccccc3)c2c1	-8.2	10.1	1.9	-20.6	0.6	-24.3	13.6	14.9
CCOc1ccc(-c2noc(-c3cccnc3)n2)cc1OCC	4.3	3.4	-14.2	-15.0	-1.9	-22.5	11.7	-37.4
COc1cccc(CNC(=O)c2nnn(CC(=O)Nc3ccc4c(c3)OCO4)c2N)c1	7.3	2.2	-17.3	23.3	5.2	-8.4	-11.9	9.1

The list goes on.
SMILES	UBC13 polyUb	CCR6 antag	APJ antag	697 NFkB inh	CXCR6 block	Jurkat NFkB inh	EBI2 antag	Gli-Sufu block
COc1ccccc1NC(=O)c1ccc(NC(=O)c2ccc(=O)[nH]c2)cc1	5.5	5.8	3.0	13.9	10.3	7.0	0.1	-5.3
C[C@H]1CN=C(N(C)C)N1CCC1CCCCC1	-8.5	0.6	20.4	11.9	-0.8	16.0	-0.4	29.0
Cc1ccc(NC(=O)C/C(N)=N/OC(=O)Nc2ccc(C)c(Cl)c2)cc1	6.1	-17.6	-39.8	-18.7	-37.4	-14.7	1.5	-13.4
O=C(CN1C(=O)C2CC=CCC2C1=O)NCC(=O)Nc1ccc(F)c(F)c1F (stereo unspecified)	0.6	4.8	-4.5	-0.8	-0.2	0.5	-4.1	22.3
CCN(CC)c1ccc(NC(=O)c2ccc(Cl)nc2)cc1	3.5	3.9	3.4	-66.0	-3.2	40.5	11.1	-10.2
O=C(CCc1ccccc1)NNC(=O)Nc1ccc(Cl)cc1	1.5	2.3	8.5	8.4	-8.5	-3.4	17.1	-15.4
O=C(Nc1ccc(Oc2ccc3c(c2)C(=O)N(c2ccc(O)cc2)C3=O)cc1)c1cccs1	-15.2	22.4	10.0	4.5	10.8	7.3	5.0	-21.6
CN=c1sc2c(n1C)C(=O)c1ccccc1C2=O	nt	17.9	nt	nt	-6.6	nt	-11.8	17.1

(further entries)
SMILES	UBC13 polyUb	CCR6 antag	APJ antag	697 NFkB inh	CXCR6 block	Jurkat NFkB inh	EBI2 antag	Gli-Sufu block
CC(C)(C)C(=O)N/C(N)=N/c1nc2ccccc2o1	-5.6	8.7	-10.0	-226.4	1.6	-156.0	7.9	-101.2
COCCNC(=O)/C(C#N)=C/C=C/c1ccccc1[N+](=O)[O-]	-14.0	0.1	-32.7	-63.9	-11.5	27.8	0.7	-2.0
Cn1c(=O)[nH]c(=O)c2c1nc(NCCO)n2CCOc1ccccc1	-6.8	1.6	6.9	1.0	-2.6	2.3	-14.5	-8.4
CC(=O)N(C)C1(c2nnnn2CCOC(=O)Nc2ccc(Cl)cc2)CCCCC1	-9.6	-10.5	6.8	4.9	-6.6	-5.2	-8.6	14.3
O=C(CSC1CC(=O)N(c2ccc(C(=O)O)cc2)C1=O)Nc1ccc2ccccc2c1 (stereo unspecified)	-3.7	0.0	9.3	1.6	5.8	-3.2	-0.1	-8.7
Cc1ccc(NC(=O)[C@H](C)NC(=O)C2CCN(C(=O)[C@@H](NC(=O)OC(C)(C)C)C(C)C)CC2)cc1	-3.3	-1.4	-17.5	2.8	-1.4	-19.6	-9.6	-0.7
CCN(C(=O)CSc1cc(C)c2ccc(OC)cc2n1)C1CCS(=O)(=O)C1 (stereo unspecified)	-4.7	10.1	-8.7	-4.0	2.9	-4.0	-10.6	10.5
CC(=O)N1CCc2cc(S(=O)(=O)NC(Cc3ccccc3)C(=O)NCCN3CCCCC3C)ccc21 (stereo unspecified)	2.2	-3.5	2.3	6.5	-7.2	4.1	-3.8	15.1

Reprinted from the part before: 4 entries, followed by the next part.
SMILES	UBC13 polyUb	CCR6 antag	APJ antag	697 NFkB inh	CXCR6 block	Jurkat NFkB inh	EBI2 antag	Gli-Sufu block
O=C(CSC1CC(=O)N(c2ccc(C(=O)O)cc2)C1=O)Nc1ccc2ccccc2c1 (stereo unspecified)	-3.7	0.0	9.3	1.6	5.8	-3.2	-0.1	-8.7
Cc1ccc(NC(=O)[C@H](C)NC(=O)C2CCN(C(=O)[C@@H](NC(=O)OC(C)(C)C)C(C)C)CC2)cc1	-3.3	-1.4	-17.5	2.8	-1.4	-19.6	-9.6	-0.7
CCN(C(=O)CSc1cc(C)c2ccc(OC)cc2n1)C1CCS(=O)(=O)C1 (stereo unspecified)	-4.7	10.1	-8.7	-4.0	2.9	-4.0	-10.6	10.5
CC(=O)N1CCc2cc(S(=O)(=O)NC(Cc3ccccc3)C(=O)NCCN3CCCCC3C)ccc21 (stereo unspecified)	2.2	-3.5	2.3	6.5	-7.2	4.1	-3.8	15.1
CC(=O)c1cccc(NC(=S)NC(=O)c2ccccc2Cl)c1	5.0	6.4	22.5	-8.0	1.9	-10.8	-8.8	-12.0
COc1cc(OC)c(C2=NOC(C(=O)NCc3cccs3)C2)cc1Cl (stereo unspecified)	-5.5	13.2	-2.3	-16.5	-7.0	53.5*	-2.7	11.2
COC(=O)c1ccc(CSc2nc3ccc(C)cc3[nH]2)o1	-0.6	34.1	19.9	-6.9	-7.6	-2.4	-11.7	5.3
CN1C(=O)N(C)C2(c3ccccc3)Nn3c(s/c(=C/c4ccco4)c3=O)=NC12c1ccccc1 (stereo unspecified)	-6.8	8.8	-14.8	7.5	1.7	-1.2	3.6	6.2
Cn1cc([N+](=O)[O-])c(C(=O)NNC(=O)c2ccc([N+](=O)[O-])cc2Cl)n1	-3.5	-7.0	-24.0	-7.3	6.4	-4.8	-6.3	-3.8
COc1ccc(N2CC(C(=O)NCCc3c[nH]c4ccccc34)CC2=O)cc1 (stereo unspecified)	0.6	6.4	-4.2	-20.1	0.1	18.7	15.5	nt
Cc1ccc(C(=O)NCCCNC(=O)COc2ccc(Cl)c(C)c2)cn1	-3.8	7.5	12.1	-0.9	-2.8	-0.4	-4.6	-8.5
CCOC(=O)C(=NCCCN(C)C)NNc1cc(C(F)(F)F)ccc1Cl	33.2	10.5	7.0	3.7	-1.9	5.5	-12.4	15.2
